Compound activity as filed in PubChem BioAssay.
PTHR1 ag = PTHR1 (human) receptor agonism; Q03431; HEK293 GP2 PTHR1 cells, GloSensor cAMP luminescence, 1 h; Potency, µM (series often up to 115 µM), for inactives: at the top dose activation, actives largely listed as activators; actives 0.075% (n = 410,000); AID 743266; also: potency is read from the fitted curve at half-maximal effect; nearly all actives have a fitted effect of over 55% in size; some results filed as inactive show a strong effect at the top dose; inactives centre near -15; many of its hits are not listed in these tables
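HEK-293-derived GP2 cells expressing PTHR1 and a GloSensor cAMP reporter, 3,000/well, plated overnight, given luciferin plus IBMX (each 0.5 mM as added) for 1 h at 37 °C, then compound for 1 h at 37 °C. Luminescence was read after 15 min at room temperature.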
DRD3 antagonist = D3 dopamine receptor (human) antagonism. D3R cells, DiscoveRx beta-arrestin luminescence, antagonist mode; stronger effect = lower value. P35462. max response, negative = inhibition, %. actives 2.5% (n = 360,000); in the data active = max response below about -50%; inconclusive = no clear call, values can overlap the other calls; also: % is scaled to controls: 0 for no effect and ±100 for the full control effect; mostly tested at two doses, the higher about 12 µM
Target sequence (P35462 whole entry, looked up): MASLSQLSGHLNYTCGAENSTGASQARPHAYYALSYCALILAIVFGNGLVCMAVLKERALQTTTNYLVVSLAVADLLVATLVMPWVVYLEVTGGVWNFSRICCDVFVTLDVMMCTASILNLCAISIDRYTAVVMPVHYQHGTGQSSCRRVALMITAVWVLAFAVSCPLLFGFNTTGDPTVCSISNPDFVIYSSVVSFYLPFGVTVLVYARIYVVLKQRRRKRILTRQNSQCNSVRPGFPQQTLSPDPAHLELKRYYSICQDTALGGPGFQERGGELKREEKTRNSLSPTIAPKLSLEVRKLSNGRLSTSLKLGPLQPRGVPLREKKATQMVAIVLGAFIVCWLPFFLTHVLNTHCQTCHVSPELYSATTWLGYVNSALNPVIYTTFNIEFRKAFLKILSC
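Cells expressing the human receptor were seeded at 1500 cells/well, incubated overnight at 37 degrees C in 5% CO2, then exposed to library compounds with dopamine controls for 90 minutes at 37 degrees C before luminescent detection.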
DRD3 agonist = agonists of human D3 dopamine receptor | P35462 | D3R DiscoveRx beta-arrestin cells, luminescence, 90 min | max activation, % | actives 0.58% (n = 410,000); in the data active = max activation above about 30%; also: 0% is about no effect; mostly tested at two doses, the higher about 12 µM
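Agonist-mode cell screen: cells plated at 1500/well and incubated overnight at 37 °C, then exposed to library compounds for 90 min at 37 °C. Detection reagent was added for 30–60 min at room temperature, and luminescence was read.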
GLP-1R inv ag = acts as inverse agonist at human GLP-1 receptor | actives 1.6% (n = 410,000) | HEK293 GLP-1R CRE-luciferase, luminescence, 24 h; GLP-1R form is constitutively active | AID 624417 | P43220 | Potency, µM (top dose mostly 38.3 µM), for inactives: top-dose activity change, negative = inhibition, most hits filed as inhibitors; also: potency is read from the fitted curve at half-maximal effect; % is scaled to controls: 0 for no effect and ±100 for the full control effect; nearly all actives have a fitted effect of over 55% in size
Target sequence (P43220 whole entry, looked up): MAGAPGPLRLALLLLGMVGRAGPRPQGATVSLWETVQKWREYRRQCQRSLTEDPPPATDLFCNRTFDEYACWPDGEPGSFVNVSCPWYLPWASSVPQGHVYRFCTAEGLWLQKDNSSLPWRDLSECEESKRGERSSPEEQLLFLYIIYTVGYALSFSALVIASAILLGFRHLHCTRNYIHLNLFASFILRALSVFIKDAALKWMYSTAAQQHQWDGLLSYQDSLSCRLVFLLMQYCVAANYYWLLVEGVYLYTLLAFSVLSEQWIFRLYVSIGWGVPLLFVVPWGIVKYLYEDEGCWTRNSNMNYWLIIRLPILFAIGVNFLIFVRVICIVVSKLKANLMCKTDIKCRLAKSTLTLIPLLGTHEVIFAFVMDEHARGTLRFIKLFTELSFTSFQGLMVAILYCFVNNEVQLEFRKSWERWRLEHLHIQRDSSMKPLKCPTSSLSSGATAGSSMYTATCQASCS
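qHTS in 1536-well format: reporter HEK293 cells expressing constitutive GLP-1R activity in DMEM + 10% Nu serum, 24 hr with compounds at 37 deg C, luminescence read after 12 min with detection reagent.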
KB-V1 MDR tox = KB-V1 MDR subline cytotoxicity; Potency, µM (top dose mostly 46.1 µM), without a hit: at the top dose activity change, negative = cytotoxicity, most hits filed as cytotoxic; actives 3.4% (n = 400,000); KB-V1 MDR cells viability, CellTiter-Glo, 72 h; also: potency is read from the fitted curve at half-maximal effect; % is scaled to controls: 0 for no effect and ±100 for the full control effect; nearly all actives have a fitted effect of over 60% in size
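KB-V1 MDR subline cells in DMEM (phenol-red free, 10% FBS) exposed to compounds in qHTS concentration series for 72 h at 37 degrees C. Viability read by CellTiter-Glo luminescence; concentration-effect curves fitted after normalization and correction.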
GLP1R cytotox = cytotoxic in the GLP-1 receptor inverse agonist counter-screen | HEK293 cAMP-luciferase reporter cells, luminescence, 24 h | Potency, µM (top dose mostly 38.3 µM), for inactives: top-dose activity change, negative = inhibition, most hits filed as inhibitors | actives 0.13% (n = 410,000);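 also: loss of luciferase light is scored as toxicity; potency is read from the fitted curve at half-maximal effect; % is scaled to controls: 0 for no effect and ±100 for the full control effect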
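Luminescence readout: signal drop marks cytotoxicity. Plated cells grew 12 h at 37 °C, 5% CO2, received 23 nL compound for 24 h, then got luciferase reagent, read after 12 min at RT.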
TDP-43 yeast inh = TDP-43 toxicity inhibition in yeast; TDP-43 expressing yeast growth rescue, BacTiter-Glo, 24 h; Potency, µM (series often up to 46.1 µM), inactives show top-dose growth rescue (activation), actives largely listed as activators; actives 1.8% (n = 410,000); AID 652104; also: potency is read from the fitted curve at half-maximal effect; % of control where 0% means no effect; nearly all actives have a fitted effect of over 50% in size
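Yeast expressing TDP-43 (pregrown in raffinose, seeded at OD600=0.02 in galactose medium) exposed to compounds 24 hr at 30 deg C. Growth read by BacTiter-Glo luminescence; rescue of toxicity appears as increased signal.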
GLP-1R agonist = agonists of human GLP-1 receptor; P43220; AID 624172; Potency, µM (highest dose often 45.6 µM), inactives show at the highest dose activation, hits mostly activators; HEK293 GLP-1R CRE-luciferase, luminescence, 4-6 h; cells express a hypersensitive GLP-1R form; actives 0.007% (n = 380,000); also: potency is read from the fitted curve at half-maximal effect; % of control where 0% means no effect
aSyn yeast inh = rescues yeast growth from alpha-synuclein toxicity; Yeast expressing alpha-synuclein, growth rescue, BacTiter-Glo, 24 h; Potency, µM (highest dose often 46.1 µM), for the others: top-dose growth rescue (activation), hits mostly activators; actives 0.14% (n = 370,000); also: potency is read from the fitted curve at half-maximal effect; % of control where 0% means no effect; nearly all actives have a fitted effect of over 65% in size
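Galactose-induced alpha-syn yeast (OD600=0.02, raffinose-pregrown) + pinned cpd, 24 hr, 30 deg C; growth by BacTiter-Glo luminescence. Growth restoration scores as activation.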
An asterisk follows results filed as active; i = inactive; ? = inconclusive; . = not tested or not shown; & = joins results of further samples; [ ] = dose if it differs, or a comment. Unless noted, calls follow the shape of the dose curve; as a rule, active = well fitted curve in the direction sought with a large enough effect; inconclusive = small, poorly fitted or top-dose-only effect, or another doubt; inactive = no such curve, though single readings can be large; an effect the other way counts as inactive or inconclusive.

SMILES	PTHR1 ag	DRD3 antagonist	DRD3 agonist	GLP-1R inv ag	KB-V1 MDR tox	GLP1R cytotox	TDP-43 yeast inh	GLP-1R agonist	aSyn yeast inh
Cc1cc(C)c(NC(=O)Cn2c(=O)n(-c3ccc(CC(=O)NCC4CCCO4)cc3)c(=O)c3ccccc32)c(C)c1 (stereo not given)	?	-27.1	-2.6&-6.0	7.7%&-2.4%	0.0%&2.9%	10.8%&5.6%	-0.3%&22.4%	-5.1%&-0.2%	-4.2%
O=C(NC1CCN(Cc2ccc(Cl)cc2)CC1)c1cn(-c2ccccc2)nc1-c1cccnc1	-15.1%	-61.7*	-21.6	?	-9.0%	-18.3%	19.1%	4.4%	-4.0%
O=C(Nc1nc2ccc(C(=O)N3CCCCC3)cc2s1)C1CCCCC1	-27.4%	-14.4	-5.9	-2.3%	3.66µM*	-5.1%	10.9%	5.4%	6.3%
CN(CC(=O)Nc1ccc(Cl)c(Cl)c1)Cc1nnc(-c2ccc(F)cc2)o1	-20.3%	5.0	3.3	?	?	-3.7%	?	8.4%	6.4%
Cc1ccc(NC(=O)NC2CCCc3ccccc32)cc1 (stereo not given)	i	2.7	4.6	?	-21.0%	-6.3%	14.0%	3.9%	0.6%
COc1ccc(NC(=O)CSc2oc(-c3cccs3)nc2S(=O)(=O)c2ccccc2)c(OC)c1	-3.6%	.	58.6*	-24.0%	14.1%	-13.3%	14.6%	.	.
COc1ccc(NC2(c3ccccc3)OC(=O)c3ccccc32)cc1 (stereo not given)	-1.2%	9.9	6.4	?	-14.5%	-5.0%	0.2%	8.6%	-1.9%
CCOc1ccccc1CNC(=O)C1CCN(S(=O)(=O)N2CCC(C)CC2)CC1	-19.5%	8.3	5.3	?	?	-3.6%	11.2%	11.1%	1.3%
S=C(NCc1ccc(Cl)cc1)NN1CCOCC1	-0.9%	5.7	2.4	1.5%	-10.4%	6.5%	18.7%	2.9%	1.2%
CN1CCN(S(=O)(=O)c2ccc(Oc3cccc(C(F)(F)F)c3)nc2)CC1	i	4.6	5.8	?	?	11.4%	22.6%	-3.4%	-7.8%
CC1(C)CC(=O)C(C(c2cccnc2)C2C(=O)CC(C)(C)CC2=O)C(=O)C1	-23.8%	3.8	-1.6	7.0%	3.2%	12.3%	-0.7%	0.3%	-4.9%
O=C(CSc1nc2ncc(Br)cc2[nH]1)Nc1ccccc1-c1ccccc1	-42.9%[inhibitor]	4.5	-0.3	?	?	?	-7.4%	16.5%	-2.3%
CCOC(=O)c1c(CN(C)C)n(C)c2ccc(OC(C)=O)cc12	i	-13.5	8.0	10.7%	17.1%	-5.8%	4.8%	-7.8%	3.6%
COc1cc(C)cc(OC)c1OCC(=O)Nc1cc(C)on1	i	30.3	-3.3	14.2%	20.6µM*	-21.0%	25.3%	7.2%	-9.4%
CCCNC(=O)C1(C)CCCN(Cc2ccccc2N(C)C)C1 (stereo not given)	i	31.6	-2.3	-4.6%	2.3%	-7.0%	22.9%	1.3%	3.4%
CCOc1ccc(N=Cc2c(C)[nH]n(-c3nc4ccccc4[nH]3)c2=O)cc1	i	-0.1	-3.9	0.7%	?	5.6%	-33.8%[inhibitor]	-18.7%	-48.1%[inhibitor]
C=C(C)COc1ccc(-c2n[nH]c(C)c2-c2ccc(OC)c(OC)c2)c(O)c1	-1.2%	-9.5	-2.2	?	5.8µM*	-31.9%	13.0%	17.7%	5.8%
CCC(=O)N1CCc2cc(CNS(=O)(=O)c3cccs3)ccc21	i	.	5.6	16.6%	.	1.4%	20.7%	.	.
CN(C)S(=O)(=O)c1cccc(NC(=O)COC(=O)CNC(=O)c2cccc([N+](=O)[O-])c2)c1	-43.5%[inhibitor]	13.3	-9.8	5.7%	-8.9%	-10.9%	8.3%	-0.9%	0.4%
Cc1ccc2c(Cl)c(C(=O)NCCCn3ccnc3)sc2c1	-30.1%[inhibitor][57.5 µM]	-6.4	-1.8	?	0.0%	21.4%	-6.6%	12.1%	4.2%
COc1cc(CCCN2C(=O)C(=O)NC[C@@H]2Cc2ccc(O)cc2)cc(OC)c1OC	-24.9%	23.0	3.2	28.5%	?	2.3%	13.6%	11.0%	2.7%
CC(C)Nc1nc(-c2ccccc2F)c2sc(-c3ccccc3)cc2n1	-12.9%	55.4	9.3	?	1.2%	-14.6%	19.6%	-9.0%	-21.2%
O=C(N/N=C/c1ccco1)c1ccc(OCc2ccccc2)cc1	?	-2.0	-4.4	-27.2%	11.2%	12.0%	7.1%	-19.3%	-0.7%
Cc1ccc(NCC(=O)Nc2ccc(Br)cc2)cc1C	-10.3%	1.7	2.1	-3.7%	-3.1%	-8.8%	21.5%	0.3%	-7.8%

Reprinted from the part before: 2 entries, then new ones.
SMILES	PTHR1 ag	DRD3 antagonist	DRD3 agonist	GLP-1R inv ag	KB-V1 MDR tox	GLP1R cytotox	TDP-43 yeast inh	GLP-1R agonist	aSyn yeast inh
O=C(N/N=C/c1ccco1)c1ccc(OCc2ccccc2)cc1	?	-2.0	-4.4	-27.2%	11.2%	12.0%	7.1%	-19.3%	-0.7%
Cc1ccc(NCC(=O)Nc2ccc(Br)cc2)cc1C	-10.3%	1.7	2.1	-3.7%	-3.1%	-8.8%	21.5%	0.3%	-7.8%
COC(=O)c1cc(OC)c(OC)cc1NC(=O)CSCc1c(C)noc1C	i	-5.1	0.6	4.9%	0.0%	0.0%	13.6%	18.4%	-1.2%
Cc1ccc(Cn2ccnc2SCC(=O)Nc2ccc3c(c2)OCCO3)cc1	-70.2%[inhibitor]	.	-1.3	-3.7%	.	4.8%	?	.	.
CCN(CC)c1nc2ccccc2n2cnnc12	0.5%[57.5 µM]	-4.4	-2.5	1.2%	0.0%	?	?	17.4%	-1.5%
O=C(NC(=S)NC1CCSC1=O)c1ccccc1 (stereo not given)	i	-3.4	-0.9	-12.8%	4.5%	0.6%	21.4%	1.3%	1.3%
COc1ccccc1C(=O)NCC(=O)NC(C)CCc1ccccc1 (stereo not given)	-12.3%	12.9	19.0	1.4%	.	-0.3%	6.4%	0.4%	5.2%
O=C(NCCN1C(=O)C2C3C=CC(C3)C2C1=O)N1CCOCC1 (stereo not given)	-5.7%	0.0	-4.8	0.9%	9.3%	9.2%	-4.2%	-5.8%	7.7%
Cc1onc(-c2ccccc2)c1C(=O)NCC1COc2ccccc2O1 (stereo not given)	i	8.8	2.8	-2.6%	12.9%	-0.8%	21.6%	-0.9%	5.1%
O=C(O)CN1C(=O)/C(=C/c2cccc(Cl)c2)Oc2ccccc21	-11.4%	-11.6	27.8	-2.5%	-1.3%	17.3%	-15.6%	7.3%	-6.1%
CCOC(=O)C1CCCN(C(=O)c2cn(C)c3ccc(S(=O)(=O)N4CCCC4)cc3c2=O)C1 (stereo not given)	-6.7%[57.5 µM]	-8.4	-16.8	-1.4%	-1.5%	3.3%	8.4%	-12.7%	0.7%
COCCCNC(=O)/C(C#N)=C/c1c(N2CCN(C)CC2)nc2ccccn2c1=O	i	35.6	1.3	27.0%	5.1%	489.6%[activator]	15.8%	3.0%	-1.7%
Cc1ccc(CN(C)C(=O)c2cccc(S(=O)(=O)N3CCc4ccccc4C3)c2)o1	-19.4%	0.5	0.8	?	-22.6%	4.4%	35.5µM*	1.0%	1.6%[1.84 µM]
CCOc1ccc(OCC)c(S(=O)(=O)n2cc(C)nc2CC)c1	i	7.8	2.7	-18.4%	21.3%	4.9%	15.2%	16.1%	2.0%
CCOC(=O)c1[nH]c(CO)c(C(=O)OCC)c1C	i	5.2	9.7	0.1%	?	-2.5%	-2.3%	18.9%	2.5%
O=C(CSc1cccc2cccnc12)Nc1cccc(S(=O)(=O)N2CCOCC2)c1	-10.5%	-4.1	6.4	26.2%	?	7.6%	-13.0%	2.6%	3.9%
Nc1ccc(C(=O)OCc2nc3cc4ccccc4cc3[nH]2)cc1	-21.9%	2.4	1.1	?	?	-6.4%	-3.6%	25.0%	18.6%
CN(C)S(=O)(=O)c1cccc(C(=O)NCCNC(=O)c2cccc(S(=O)(=O)N(C)C)c2)c1	-8.3%	-5.5	0.0	22.0%	-5.8%	?	-6.9%	5.7%	-11.9%
O=C(COc1ccccc1[N+](=O)[O-])OCCCOC(=O)COc1ccccc1[N+](=O)[O-]	-18.8%	-12.0	0.9	6.8%	7.1%	-4.4%	3.3%	-12.3%	-5.7%
CCOc1ccc(S(=O)(=O)N2CCOCC2)cc1NS(=O)(=O)c1ccc(OC)c([N+](=O)[O-])c1	-6.1%	?	-2.0	11.9%	-1.5%	12.4%	20.6%	2.1%	-0.7%
Cc1nn(C)cc1S(=O)(=O)N1CCCCC1C (stereo not given)	i	-8.9	1.9	23.9%	?	1.1%	2.4%	-4.6%	-0.8%
Cn1c(=O)c2ccccc2n(CC(=O)NCCC2=CCCCC2)c1=O	i	-15.3	-10.7	0.8%	0.5%	-5.3%	-12.5%	5.8%	-1.1%
CCOc1ccc(CNC(=O)CCCn2c(=O)c3cccn3c3cccnc32)cc1	-20.9%	.	-6.2	5.3%	.	0.7%	19.7%	.	.
CCc1ccccc1N(CC(=O)NCCSCc1ccco1)S(C)(=O)=O	i	-10.0	2.6	-3.3%	-11.7%	0.1%	-5.0%	-2.2%	4.9%
Cc1cccc(OCC(=O)NC(=S)Nc2ccc(S(=O)(=O)NC3CCCCC3)cc2)c1	i	-9.2	0.9	?	-5.7%	-9.4%	23.7%	0.2%	6.8%
Cc1ccc(-c2nn(-c3ccccc3)cc2CO)cc1	-35.3%[inhibitor]	-22.7	6.8	-23.2%	-2.4%	12.5%	?	9.1%	12.5%
CCOC(=O)[C@]12CCCC=C1N(CCC1=CCCCC1)C(=O)[C@H](CC(=O)NCC13CC4CC(CC(C4)C1)C3)C2	-9.6%	-24.3	-9.6	-28.1%	18.4µM*	7.8%	10.0%	.	7.3%

A portion of the library, so the mix of outcomes need not match the whole.
